RBX1-CUL1 inh: blocks human RBX1-Cullin-1 di-ubiquitin formation; in vitro K48 di-Ub FRET, acceptor:donor ratio, 45 min; P62877+Q13616; 140,000 tested, 0.6% active; AID 1347404; inhibition, % at 10 µM; in the data active means inhibition above about 25%
* = called active by the depositor. An excerpt (hit frequency here may not be typical).

cpd	RBX1-CUL1 inh	SMILES
1	8	CCCCC1CCC(CCCC(C)CCC(=O)O)CC1 (stereo not drawn)
2	3	COc1ccc(NC(=O)Cn2ccn(-c3ccc(C)c(C)c3)c(=O)c2=O)cc1Cl
3	1	Cc1nc2c3ccccc3nc(NNC(=O)CCC(=O)N3CCN(c4cc(Cl)ccc4C)CC3)n2n1
4	1	COc1ccc(C(=O)Nc2nc3ccccc3n2CCOc2ccc(Cl)cc2)cc1
5	-5	CCOC(=O)COc1ccccc1-c1nc2ccccc2s1
6	3	Cc1nc2c3ccccc3nc(NNC(=O)CCC(=O)N3CCN(c4ccccc4)CC3)n2n1
7	1	Cc1cc(C)cc(N2C(=O)CC(N3CCC(C(N)=O)CC3)C2=O)c1 (stereo not drawn)
8	12	CNC(=O)c1ccc(CSc2nc3ccncc3n2Cc2ccc(C)cc2)cc1

Three of the compounds above, as labelled records.
3) Cc1nc2c3ccccc3nc(NNC(=O)CCC(=O)N3CCN(c4cc(Cl)ccc4C)CC3)n2n1
  RBX1-CUL1 inh = 1

4) COc1ccc(C(=O)Nc2nc3ccccc3n2CCOc2ccc(Cl)cc2)cc1
  RBX1-CUL1 inh = 1

5) CCOC(=O)COc1ccccc1-c1nc2ccccc2s1
  RBX1-CUL1 inh = -5

(listing goes on)
cpd	RBX1-CUL1 inh	SMILES
9	-3	COC(=O)C1C(C)=NC2=C(C(=O)c3ccccc32)C1c1cc(Br)ccc1OCC(=O)O (stereo not drawn)
10	-1	Cc1oc(-c2cccc(Cl)c2)nc1Cn1c(SCc2ccccc2F)nc2ccncc21
11	1	Cc1nn(CC(=O)NCCc2ccccc2)c(=O)c2c1sc1ccccc12
12	5	O=C(O)CN1C(=O)c2cccc3cccc(c23)C1=O

Entries listed so far that have an aryl methoxy group (two):
cpd	RBX1-CUL1 inh	SMILES
2	3	COc1ccc(NC(=O)Cn2ccn(-c3ccc(C)c(C)c3)c(=O)c2=O)cc1Cl
4	1	COc1ccc(C(=O)Nc2nc3ccccc3n2CCOc2ccc(Cl)cc2)cc1

Compound activity from PubChem BioAssay.
